CHRM4 antagonist – antagonists of human muscarinic M4 receptor (CHRM4); hit rate 0.73% among 360,000; P08173; inhibition, % at 3 µM; AID 624125; CHO-hM4 cells, ACh EC80, Fluo-8 calcium fluorescence;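 active = inhibition above its plate's cutoff, the mean inhibition of sample wells plus 3 SD, cut at about 27% in these data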;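 also: 0% = acetylcholine EC80 with DMSO and 100% = DMSO without agonist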
Target sequence (P08173 whole entry, looked up): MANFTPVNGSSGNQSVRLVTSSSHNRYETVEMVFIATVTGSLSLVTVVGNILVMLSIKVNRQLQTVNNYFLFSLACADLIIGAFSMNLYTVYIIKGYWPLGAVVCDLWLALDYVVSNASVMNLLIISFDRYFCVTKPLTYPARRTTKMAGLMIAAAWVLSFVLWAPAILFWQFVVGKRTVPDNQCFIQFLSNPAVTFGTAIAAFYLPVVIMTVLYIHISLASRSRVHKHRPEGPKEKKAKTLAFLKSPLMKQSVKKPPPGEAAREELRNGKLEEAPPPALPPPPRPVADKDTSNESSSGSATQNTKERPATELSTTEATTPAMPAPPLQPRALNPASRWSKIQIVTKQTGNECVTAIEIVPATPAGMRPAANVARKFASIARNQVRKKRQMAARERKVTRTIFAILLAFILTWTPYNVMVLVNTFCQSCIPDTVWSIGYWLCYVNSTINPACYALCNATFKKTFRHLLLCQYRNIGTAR
M4 ag – agonists of human muscarinic M4 receptor (CHRM4); CHO-K1 hM4/Gqi5, Fluo-8 calcium fluorescence; vehicle 0%, full acetylcholine response 100%; activation, % at 3 µM; hit rate 0.14% among 360,000; AID 624127; P08173;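 active = activation above the run mean over all test wells plus 3 SD, cut at about 32% in these data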;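 also: peak over basal fluorescence ratio per well then scaled between controls; 0% = DMSO wells and 100% = acetylcholine at EC100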
M5 PAM – CHRM5 positive allosteric modulation | hit rate 0.3% among 360,000 | activation, % at 3 µM | AID 624038 | CHO-K1 hM5, Fluo-8 calcium, ACh EC20 PAM; 0% = ACh EC20, 100% = ACh EC100;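 active = activation above the run cutoff, the mean activation of all test compounds plus 3 SD, cut at about 18% in these data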
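System: CHO-K1 cell line with stable human muscarinic M5 receptor expression | Also added: EC20 acetylcholine as agonist stimulus | Compound: One concentration, 3 µM final (nominal) | Timing: Fluo-8 loading 80 min at 37 °C plus 30 min room temperature | Measured by: Fluo-8 calcium dye fluorescence, kinetic read | Read-out basis: % activation, ACh-normalized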
M5 ag – agonists of human muscarinic M5 receptor (CHRM5); P08912; activation, % at 3 µM; CHO-K1 hM5 cells, Fluo-8 calcium fluorescence; 0% DMSO wells, 100% maximal acetylcholine response; hit rate 0.19% among 360,000;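 active = activation above the run's mean over test compounds plus 3 SD, cut at about 23% in these data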;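 also: signal is peak over basal fluorescence ratio across the kinetic read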
M1 antag – blocks human M1 muscarinic receptor; P11229; CHO-K1 hM1, Fluo-8 calcium fluorescence, ACh EC80 antagonist; inhibition, % at 3 µM; hit rate 1.3% among 360,000;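 active = percent inhibition above its own plate's cutoff, namely the mean of that plate's compound wells plus 3 SD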;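 also: peak over basal fluorescence ratio during 140 s after agonist addition; 0% = ACh EC80 plus DMSO and 100% = DMSO alone without agonist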
Target sequence (P11229 whole entry, looked up): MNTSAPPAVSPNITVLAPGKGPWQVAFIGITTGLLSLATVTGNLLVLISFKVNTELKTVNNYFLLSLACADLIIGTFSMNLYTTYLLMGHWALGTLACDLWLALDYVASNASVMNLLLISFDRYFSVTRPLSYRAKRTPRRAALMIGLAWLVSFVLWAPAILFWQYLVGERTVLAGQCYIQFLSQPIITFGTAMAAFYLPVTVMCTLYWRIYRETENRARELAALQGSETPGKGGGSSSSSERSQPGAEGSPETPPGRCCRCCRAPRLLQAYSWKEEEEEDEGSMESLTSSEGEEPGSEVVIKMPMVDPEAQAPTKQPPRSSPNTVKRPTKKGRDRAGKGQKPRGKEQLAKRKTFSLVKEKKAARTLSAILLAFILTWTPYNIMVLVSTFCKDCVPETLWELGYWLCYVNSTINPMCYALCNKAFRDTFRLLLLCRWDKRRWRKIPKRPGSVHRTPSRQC
M5 antag – antagonists of human muscarinic M5 receptor (CHRM5); AID 624040; hit rate 0.59% among 360,000; CHO-hM5 cells, Fluo-8 calcium fluorescence, ACh EC80; P08912; inhibition, % at 3 µM;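 active = inhibition above a per-plate cutoff, the mean of that plate's test compounds plus 3 SD, cut at about 27% in these data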;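 also: 0% = acetylcholine EC80 with DMSO and 100% = DMSO without agonist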
CRFR2-BP ag – CRF-BP/CRF-R2 complex agonism; AID 588473; hit rate 0.46% among 350,000; activation, % at 13.2 µM; HEK293 CRF-R2/CRF-BP, calcium dye fluorescence (FLIPR); percent of saturating CRF peptide response;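 active = activation of at least 50%, plus an integration ratio under a set limit after plate pattern correction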;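 also: plate controls were neutral control wells without compound for no effect and CRF at EC100 for full effect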
M1 PAM – positive allosteric modulators of human M1 muscarinic receptor; P11229; CHO-K1 hM1, Fluo-8 calcium fluorescence, ACh EC20; 0% = ACh EC20, 100% = maximal ACh; activation, % at 3 µM; hit rate 0.088% among 360,000; in the data active = activation above about 19%, passing the limit was not always enough
M4 PAM – CHRM4 positive allosteric modulation; CHO-K1 hM4/Gqi5, Fluo-8 calcium fluorescence, ACh EC20; 0% = ACh EC20, 100% = maximal ACh; activation, % at 3 µM; hit rate 0.4% among 360,000; AID 624126; P08173;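 active = activation above its plate's cutoff, the mean activation of sample wells plus 3 SD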; also: some results filed as inactive read as strong as hits
Starred values were filed as active, the others as inactive; nt = no result given.

Results follow in this order: CHRM4 antagonist	M4 ag	M5 PAM	M5 ag	M1 antag	M5 antag	CRFR2-BP ag	M1 PAM	M4 PAM
- CCCc1cc(=O)oc2cc(OCC(=O)NCCc3c[nH]c4ccc(OC)cc34)ccc12
    -4	16	-10	4	1	7	0.7	-8	-11
- CCN(CC)S(=O)(=O)c1ccc(C)c(NC(=O)CNc2cccc(S(=O)(=O)N3CCOCC3)c2)c1
    -6	6	-4	2	3	0	1.0	-2	-10
- CCCCC#Cc1ccc(C(=O)NNC(=O)Nc2ccccc2)o1
    -2	-1	4	3	-9	-6	-0.8	3	6
- Cc1cc(C)cc(NC(=O)CSc2nnc(NC(=O)C3CC3)s2)c1
    0	1	-5	-1	-1	23	3.5	3	-1
- COc1ccc(/C=N/NC(=O)c2ccccc2OCc2ccccc2)c(OC)c1
    -10	6	-19	-6	9	1	-1.5	-16	-8
- Cc1cc(N2CCOCC2)nc(SCC(=O)c2ccccc2)n1
    -4	8	-3	3	6	-9	0.1	-10	-7
- CCn1c(=O)c([N+](=O)[O-])c(NCCc2ccccc2)c2ccccc21
    -14	10	-9	-3	-23	-7	1.7	-1	-2
- CCOC(=O)C(=Cc1ccc(-n2ccnc2)cc1)C(=O)OCC
    2	3	-7	-1	-14	9	-1.2	12	2
- O=C(CNC(=O)c1ccccc1F)NCCCN1CCCC1=O
    3	1	0	2	-7	-4	2.4	4	-1
- O=C(COc1cccc(Cl)c1)NCC(c1cccs1)N1CCOCC1 (stereo not drawn)
    -1	3	-14	5	0	5	0.9	2	3
- CCn1nc(C)c(C2C(C#N)=C(N)OC3=C2C(=O)CCC3)c1C (stereo not drawn)
    -2	1	4	-1	-10	-8	2.4	9	4
- Cc1ccc(-c2cc(C(=O)N3CCCc4ccccc43)c3ccccc3n2)cc1
    -2	-1	-1	1	0	-7	8.3	1	3
- O=C(COC(=O)/C=C/c1ccc(S(=O)(=O)N2CCOCC2)cc1)Nc1ccccc1F
    -3	4	1	1	-14	7	0.0	3	5
- Cc1ccc(S(=O)(=O)N[C@@H](Cc2ccccc2)C(=O)N2CCC[C@@H]2C(=O)O)cc1
    -24	0	-6	-2	5	9	-0.3	-2	-3
- N#CC1(NC(=O)COc2cc(F)ccc2[N+](=O)[O-])CCCCC1
    9	3	-2	-3	22	7	-1.3	-11	-7
- N#C/C(=C\c1ccccc1)C(=O)Nc1ccccn1
    1	0	-2	0	6	8	0.8	-3	-4
- O=C(NCc1ccccc1)c1[nH]c(C(F)(F)F)nc1-c1ccccc1
    -1	4	-1	6	-19	14	nt	2	6
- CCc1ccc(NC(=O)COC(=O)c2nc3nc(C)cc(C)n3n2)cc1
    -13	1	3	3	-12	-3	-5.4	13	3
- C=CCN1C(=O)CSc2ccc(C(=O)NCc3ccc(F)cc3)cc21
    13	11	-4	-6	15	6	-3.0	-10	-12
- COc1ccc2nc(NC(=O)c3cccs3)sc2c1
    -1	0	2	-1	0	0	1.0	8	-1
- CCN(CC)S(=O)(=O)c1ccc(OC)c(NC(=O)c2cc([N+](=O)[O-])ccc2N2CCOCC2)c1
    -20	2	-1	-1	-23	-2	2.4	13	4
- CCO/N=C(/C)c1c(O)cc(-c2ccccc2)n(-c2ccccc2)c1=O
    -5	1	2	-3	-8	-4	0.3	7	6
- C/C(=N\NC(=O)CNC(=O)c1cccnc1)c1cccc(O)c1
    -24	0	0	0	4	6	1.4	-3	15
- Cc1ccc(S(=O)(=O)c2nc(-c3ccco3)oc2NCC2CCCO2)cc1 (stereo not drawn)
    0	2	-1	-1	1	6	-2.6	-3	-3
- CCOc1ccc(N2C(=O)/C(=C/c3cccs3)N(C)C2=S)cc1
    -2	1	0	1	4	2	-0.1	-4	3
- Cc1nn(-c2ccccc2)c(C)c1NC(=O)COC(=O)c1cc(Cl)ccc1O
    11	32	-26	3	19	20	-1.2	-5	-11
- CCOc1ccc(NC(=O)Nc2cc(C(=O)O)ccc2N2CC3CC(C2)c2cccc(=O)n2C3)cc1 (stereo not drawn)
    0	1	-3	-1	-2	10	-0.8	2	-1
- CC(NC(=O)CN1C(=O)NC(c2ccccc2)(c2ccccc2)C1=O)c1cccs1 (stereo not drawn)
    -5	7	-2	2	-7	11	3.8	10	4
- O=C(COC(=O)c1cncc(Br)c1)NC1CCCCC1
    4	0	-3	-1	4	11	2.8	0	-3
- CC(OC(=O)Cn1[nH]c(=O)c2ccccc2c1=O)C(=O)Nc1ccccc1[N+](=O)[O-] (stereo not drawn)
    3	0	-1	2	-8	5	-0.6	2	2
- O=C(NCC(c1ccco1)N1CCN(c2ccccc2)CC1)c1ccco1 (stereo not drawn)
    4	1	-1	1	-4	4	1.3	5	0
- CCOC(=O)c1[nH]c(C=O)c(C(=O)OCC)c1C
    13	0	5	-1	2	13	1.1	4	-5
- CCNC(=O)CC1C(=O)N(CC)C(=S)N1NC(=O)c1ccc(Cl)cc1 (stereo not drawn)
    7	1	-2	0	3	2	0.5	3	-4
- Cc1nn2c(NCCCN3CCOCC3)c3c(nc2c1-c1ccccc1)CCC3
    5	0	0	-4	-9	0	-0.5	3	-4
- CC1CCCN(C(=O)CSc2nc3ncccc3[nH]2)C1 (stereo not drawn)
    -12	1	8	0	-6	1	-0.4	4	1
- CN=c1scc(-c2ccc([N+](=O)[O-])cc2)n1/N=C/c1ccco1
    5	7	-1	-4	-5	6	-2.0	4	-7
- O=C(O)C(F)=C(c1ccccc1)c1ccccc1
    4	0	11	1	-9	4	5.1	13	16
- COc1ccc(NC(=O)c2c(NC(=O)CCC(=O)O)sc3c2CCCCC3)cc1
    0	0	2	1	-4	7	0.1	7	1
- COc1ccc(C)cc1S(=O)(=O)N1CCCC(C(=O)NCc2ccccn2)C1 (stereo not drawn)
    -11	1	-4	-2	-3	7	-2.7	0	-6
- CC1=C(C#N)C(C(F)(F)F)(C(F)(F)F)N=C(c2ccco2)N1
    15	23	-11	8	14	6	-0.5	-12	-9
- C[C@H](CO)N1C[C@H](C)[C@@H](CN(C)S(=O)(=O)c2cn(C)cn2)Oc2c(NC(=O)Nc3ccc(C(F)(F)F)cc3)cccc2C1=O
    -1	10	-6	7	-10	1	-0.8	10	2
- Cc1ccc2nc(C)cc(Nc3ccc([N+](=O)[O-])cc3)c2c1
    -7	2	-2	-1	10	2	-0.5	-5	12
- CCOc1ccc(N(CC(=O)Nc2cccc(OC)c2)S(C)(=O)=O)cc1
    9	2	4	4	-17	2	-0.9	7	0
- O=C(NNc1nc(-c2ccccc2)cs1)c1ccc(F)cc1
    1	1	0	2	2	0	-0.1	4	1
- COC(=O)C1C(c2ccc(OC)c(OC)c2)NC(c2ccc(OC)c(OC)c2)C(C(=O)OC)S1(=O)=O (stereo not drawn)
    10	1	4	0	-18	2	-1.6	10	5
- CN(Cc1ccc(Cl)cc1Cl)C(=O)CCNC(=O)c1ccco1
    -2	1	4	-4	0	0	-1.9	4	5
- COc1cccc(C(=O)NN2CC(O)=C(c3nc(C)cs3)C2=N)c1
    2	0	9	3	-10	2	4.0	9	2
- C(C#CCN1CCOCC1)#CCN1CCOCC1
    -10	1	12	5	-25	-10	0.5	19	18
- CN(C(=O)COC(=O)c1cccc(F)c1)c1ccccc1
    11	1	2	-3	4	9	0.7	3	-5
- c1cc2c(cc1-c1[nH]ncc1CN1C[C@H]3CC[C@H]1C3)OCO2
    -2	1	7	-12	-7	-28	0.2	-1	-3
- COc1ccc(N(CC(=O)NC2CCCCC2)C(=O)CNC(=O)c2cccs2)cc1
    -11	0	4	-1	-8	1	0.5	5	3
- Cc1cc(C)n2nc(C(=O)OCC(=O)Nc3ccc(C)c(S(=O)(=O)N(C)C)c3)nc2n1
    5	0	-2	1	-9	3	0.3	7	-2
- CCC(=O)N1CCN(c2nc(-c3ccccc3)c3c(c2C#N)CCCC3)CC1
    -1	7	-4	-3	-1	-1	1.6	-5	-3
- Cc1nc(-c2ccc(S(=O)(=O)Nc3ccccc3C)cc2)co1
    -32	5	-5	0	-7	-7	-0.2	12	2
- Cc1ccc(NC(=O)CN2CCOCC2)cc1Cl
    -6	0	-3	-2	-15	6	5.7	10	0
- COC(=O)c1sc(C(F)(F)F)c(-c2ccccc2)c1S(=O)(=O)N1CCCC1
    5	14	-18	-7	11	11	2.2	-8	-21
- CN(C)C(=O)N1CCN(C(=O)c2ccccc2Sc2ccccc2C#N)CC1
    13	0	-4	1	-8	7	2.8	2	-1
- CC(C)CC1=NC(C(F)(F)F)(C(F)(F)F)c2c(n(CC(C)C)c(=O)[nH]c2=O)N1
    9	1	-3	-6	-5	-1	5.5	2	-2
- Cn1c(=O)c2c(SCc3cccnc3)nc(CC(C)(C)C)nc2n(C)c1=O
    -7	8	-9	-3	1	1	-1.5	-12	-10
- Cc1ccccc1N1CC(C(=O)NC2CCCC2)CC1=O (stereo not drawn)
    -8	1	1	0	-5	4	4.0	6	1

A draw from above in order of SMILES length, highest first.
Results follow in this order: CHRM4 antagonist	M4 ag	M5 PAM	M5 ag	M1 antag	M5 antag	CRFR2-BP ag	M1 PAM	M4 PAM
- COC(=O)C1C(c2ccc(OC)c(OC)c2)NC(c2ccc(OC)c(OC)c2)C(C(=O)OC)S1(=O)=O (stereo not drawn)
    10	1	4	0	-18	2	-1.6	10	5
- COC(=O)c1sc(C(F)(F)F)c(-c2ccccc2)c1S(=O)(=O)N1CCCC1
    5	14	-18	-7	11	11	2.2	-8	-21
- COc1ccc(NC(=O)c2c(NC(=O)CCC(=O)O)sc3c2CCCCC3)cc1
    0	0	2	1	-4	7	0.1	7	1

Following part:
Results follow in this order: CHRM4 antagonist	M4 ag	M5 PAM	M5 ag	M1 antag	M5 antag	CRFR2-BP ag	M1 PAM	M4 PAM
- O=C(COc1ccccc1Cl)NC(=O)NC1CCCC1
    9	-1	5	-6	34*	-10	-2.3	-22	-4
- O=C(Nc1ccc(Cl)cc1C(=O)N1CCCC1)c1cccc([N+](=O)[O-])c1
    3	0	-3	-1	3	13	1.5	4	-8
- O=C(CNS(=O)(=O)c1ccc(Br)s1)N1CCC(N2CCCCC2)CC1
    -11	1	10	-10	-5	-11	-1.5	-2	14
- Cc1ccc(S(=O)(=O)NCC(=O)OCC(=O)Nc2ccc3c(c2)OCCO3)cc1
    -1	3	-1	-2	-1	7	-2.1	6	5
- CCN(C(=O)COC(=O)CNC(=O)C1CCCCC1)c1ccccc1
    -1	3	2	3	1	-2	-1.4	4	6
- C=CC[C@@H](CC(=O)N(CCO)Cc1ccccc1)C(=O)NCCOC(=O)[C@@H](CC=C)Cc1ccc(F)cc1
    -7	9	-2	5	-6	-9	-6.6	2	-6
- OCCN1CCN(CCSc2ccccc2)CC1
    4	0	2	1	9	-7	0.1	5	7
- O=C(NC1CCCCC1)C(c1ccc(C(F)(F)F)cc1)n1c(=O)c(-c2ccccc2)nc2ccccc21 (stereo not drawn)
    -13	1	-4	1	nt	2	nt	nt	-5
- O=C(Nc1ccccc1C(=O)NCc1ccco1)c1ccccc1
    -9	4	-2	-2	-18	1	2.7	-5	2
- CCOc1ccc(S(=O)(=O)NCCC(=O)NCc2cccnc2)cc1
    -8	0	5	1	-6	-2	-1.0	7	-2
- CCSc1nc2ccccc2n1CCC(=O)O
    2	0	-8	-4	-34	-10	0.1	6	0

Grouped by structure, those above with bromine (2)
Results follow in this order: CHRM4 antagonist	M4 ag	M5 PAM	M5 ag	M1 antag	M5 antag	CRFR2-BP ag	M1 PAM	M4 PAM
- O=C(COC(=O)c1cncc(Br)c1)NC1CCCCC1
    4	0	-3	-1	4	11	2.8	0	-3
- O=C(CNS(=O)(=O)c1ccc(Br)s1)N1CCC(N2CCCCC2)CC1
    -11	1	10	-10	-5	-11	-1.5	-2	14

Compound activity (PubChem)
